sPLA2-III inh = human group III sPLA2 inhibitors, primary screen, biochemical, QFRET, BODIPY PC-A2 liposome substrate; Group 3 secretory phospholipase A2 (Homo sapiens), Q9NZ20; QFRET BODIPY PC-A2 liposome hydrolysis, fluorescence; inhibition, % at 12.2 µM; 370,000 tested, 0.56% active; AID 743126, 2013;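 active means inhibition above mean plus 3 SD of compounds lying within the high and low control bounds, cut at about 19% in these data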;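 further: 0% = median of test compound wells and 100% = no enzyme DMSO wells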
ASAP1 inh = inhibitors of human ASAP1 ArfGAP activity, primary screen, biochemical, fluorescence polarization; Arf-GAP with SH3 domain, ANK repeat and PH domain-containing protein 1 (Homo sapiens), …; ASAP1-stimulated ARF1 GTP hydrolysis, GDP FP detection; inhibition, % at 16.5 µM; 360,000 tested, 0.19% active; AID 624377, 2012; in the data active means inhibition above about 25%;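 further: 0% = vehicle with enzyme and substrate and 100% = no enzyme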
ARFGAP1 inh = inhibitors of rat ARFGAP1 GAP activity, primary screen, biochemical, fluorescence polarization, GDP tracer | Arfgap1-stimulated ARF1 GTP hydrolysis, GDP FP detection | ADP-ribosylation factor GTPase-activating protein 1 (Rattus norvegicus), Q62848 | inhibition, % at 16.5 µM | 360,000 tested, 0.26% active | AID 651572, 2012;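 active means inhibition above a per-plate limit, mean inhibition of low control wells plus 3 SD, cut at about 25% in these data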;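 further: 0% = DMSO wells with enzyme and 100% = wells lacking Arfgap1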
Target sequence (Q62848 1-136 limits assumed): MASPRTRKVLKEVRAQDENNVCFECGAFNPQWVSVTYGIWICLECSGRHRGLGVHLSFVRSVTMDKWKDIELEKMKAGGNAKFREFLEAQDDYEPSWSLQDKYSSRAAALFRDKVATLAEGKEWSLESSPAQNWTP
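System: truncated rat Arfgap1 GAP domain / Benchmarks: high control wells lacking Arfgap1, low control full reaction with DMSO / Times: compound-enzyme preincubation 20 min, reaction 120 min, detection 60 min, 25 °C / Repeats: one replicate per compound / Also added: human ARF1(Δ1-17)-GTP substrate / Measured by: Tracer-displacement fluorescence polarization with EDTA stop, 620/688 nm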
UHRF1 MBD2 ctr = UHRF1 methylated DNA binding inhibitors, primary screen, counter-screen for MBD2 inhibitor project, biochemical, TR-FRET, human UHRF1, single concentration; 370,000 tested, 0.75% active; AID 687016, 2013; inhibition, % at 4.4 µM; UHRF1 binding to methylated oligo; in the data active means inhibition above about 21%;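 further: UHRF1 SRA domain binding a hemimethylated CpG hairpin DNA probe; 0% = median of test compound wells and 100% = reference inhibitor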
Target sequence (Q96T88 whole entry, looked up, the tested form may be a part): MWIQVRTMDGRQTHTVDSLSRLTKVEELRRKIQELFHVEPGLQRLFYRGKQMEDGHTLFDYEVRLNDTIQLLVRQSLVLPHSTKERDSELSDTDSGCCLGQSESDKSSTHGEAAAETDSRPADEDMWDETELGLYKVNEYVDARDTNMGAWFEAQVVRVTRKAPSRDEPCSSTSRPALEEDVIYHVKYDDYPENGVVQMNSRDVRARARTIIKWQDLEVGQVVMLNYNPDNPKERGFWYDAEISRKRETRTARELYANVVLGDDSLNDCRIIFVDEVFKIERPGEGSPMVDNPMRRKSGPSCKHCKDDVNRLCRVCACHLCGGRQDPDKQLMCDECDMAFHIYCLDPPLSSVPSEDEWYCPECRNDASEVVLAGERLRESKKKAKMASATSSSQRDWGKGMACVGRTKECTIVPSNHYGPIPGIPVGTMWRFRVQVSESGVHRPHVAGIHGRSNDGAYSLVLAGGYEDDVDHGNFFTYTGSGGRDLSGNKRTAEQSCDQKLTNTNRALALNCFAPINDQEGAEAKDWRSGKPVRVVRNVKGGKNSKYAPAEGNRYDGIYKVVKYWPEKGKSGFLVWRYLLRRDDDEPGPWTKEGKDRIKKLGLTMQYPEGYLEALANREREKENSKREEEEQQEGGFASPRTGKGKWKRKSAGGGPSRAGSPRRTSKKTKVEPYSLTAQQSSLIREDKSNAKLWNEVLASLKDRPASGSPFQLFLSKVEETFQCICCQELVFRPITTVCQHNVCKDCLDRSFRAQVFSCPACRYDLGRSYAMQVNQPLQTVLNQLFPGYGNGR
PLCg1 inh = PLC-gamma1 enzyme inhibitors, primary screen, biochemical, fluorescence, purified enzyme; fluorogenic substrate; inhibition, % at 12.2 µM; 370,000 tested, 0.84% active; AID 720700, 2013; in the data active means inhibition above about 9.5%
NR1D1 modulator = modulators of Rev-erb alpha DNA binding, primary screen, biochemical, FITC-DNA, fluorescence polarization, uHTS; Nuclear receptor subfamily 1 group D member 1 (Homo sapiens), P20393; Rev-erbα–FITC-DNA binding, 90 min; activity, % at 10 µM; 370,000 tested, 0.79% active; AID 1259318, 2017;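 active means activity above about 14%, limit read from the data; passing the limit was not always enough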;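 further: 0% = DMSO wells with 35 nM protein and 100% = DMSO wells with 750 nM protein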
proKLK7 act = proKLK7 zymogen activators, primary screen, biochemical, fluorescence intensity; Kallikrein-7 (Homo sapiens), P49862; purified proKLK7, EDANS-DABCYL substrate fluorescence; 100% is mature enzyme control, 0% vehicle; activation, % at 7 µM; 370,000 tested, 0.9% active; AID 652039, 2013;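 active means activation above the mean of all tested compounds plus 3 SD, computed per campaign excluding outliers beyond control limits, cut at about 13% in these data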
PLCb3 inh = human PLC-beta3 inhibitors, primary screen, biochemical, fluorescence; 1-phosphatidylinositol 4,5-bisphosphate phosphodiesterase beta-3 (Homo sapiens), Q01970; Purified PLC-beta3, fluorogenic substrate; inhibition, % at 12.2 µM; 370,000 tested, 0.18% active; AID 720704, 2013; in the data active means inhibition above about 11%;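 further: 0% = median of compound wells on plate and 100% = full blocker control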
Tn6 DDE FP = inhibitors of Tn6 peptide binding to fibrin DD(E), primary screen, biochemical, fluorescence polarization, human fibrin, Tn6 probe; inhibition, % at 8.3 µM; Fibrin DD(E) TRITC-Tn6 fluorescence polarization displacement; 370,000 tested, 0.21% active; Fibrinogen beta chain (Homo sapiens), P02675;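 active means inhibition above a per-campaign cutoff: mean of compounds within control limits plus 3 SD, cut at about 15% in these data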;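 further: 0% = median of all compound wells on the plate and 100% = blocking peptide control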
DDE Tn7 FP inh = inhibitors of Tn7 peptide binding to fibrin DD(E), primary screen, biochemical, fluorescence polarization, human fibrin, Tn7 probe; FP displacement of FITC-Tn7 peptide from fibrin DD(E); 0% = median of compound wells per plate; inhibition, % at 8.3 µM; 370,000 tested, 0.13% active; AID 720508, 2013;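 active means inhibition above the mean of compounds falling within the control limits plus 3 SD of them, cut at about 14% in these data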;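 further: 0% = plate median of compound wells and 100% = 10 µM Aha-Tn7 peptide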
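system = human fibrin DD(E) protein | quantity = DD(E) 2 µM final | medium = Tris/NaCl/CaCl2 buffer, pH 7.8 | also added = labelled Tn7 tracer, 0.1 µM | compound dosing = single point at 8.3 µM | timing = compound with protein 10 min, then 3 h after probe, room temperature | signal = FP measurement | benchmarks = Aha-Tn7 high control | repeats = one replicate per compound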
* marks the source's active call; other numbers are inactive results. Not a hit list; about 4.5% have a hit in one of these screens.

no.	canonical_smiles	sPLA2-III inh	ASAP1 inh	ARFGAP1 inh	UHRF1 MBD2 ctr	PLCg1 inh
1	CN(N=Nc1cccc([N+](=O)[O-])c1)c1cccc([N+](=O)[O-])c1	-1	5	-13	0	1
2	COc1ccc(C2(C(=O)O)CCCC2)cc1	2	-16	3	3	5
3	CCCCNC(=O)CN(C1CCCCC1)S(C)(=O)=O	4	-18	6	0	6
4	CN(c1ncc(C(F)(F)F)cc1Cl)N1C(=O)c2cccc(N)c2C1=O	-10	-4	-3	-2	-138
5	CC1CCC2(CC1)NC(=O)N(CC(=O)NCCc1ccc(F)cc1)C2=O (centres undefined)	10	1	10	6	3
6	CN1CCN(CCNC(=O)Nc2ccc(Cl)cc2)CC1	10	11	2	-1	2
7	CCN(CC)C(=O)C1=C(C)N(CCCN2CCCC2=O)C(=O)C(CC(=O)NC(c2ccccc2)c2ccccc2)C1 (centres undefined)	4	5	-1	1	0
8	COc1ccc(NC(=O)N(C)C[C@H]2Oc3c(NS(=O)(=O)c4ccc(F)cc4)cccc3C(=O)N([C@H](C)CO)C[C@@H]2C)cc1	-1	12	1	1	3
9	O=C1CC(c2ccc(S(=O)(=O)NCc3ccncc3)cc2)CN1 (centres undefined)	12	-6	3	1	0
10	OC[C@@H]1CN(Cc2cccs2)C[C@H](n2cnc3c(N4CCCC4)ncnc32)O1	-3	5	-10	0	-2

no.	NR1D1 modulator	proKLK7 act	PLCb3 inh	Tn6 DDE FP	DDE Tn7 FP inh
1	5	-0.4	2	-9	-7
2	-5	-0.2	4	-11	-6
3	-2	0.0	6	-4	-2
4	-1	-0.8	-192	6	12
5	-6	-0.3	-14	-2	5
6	5	-0.1	-4	2	-5
7	5	-0.1	2	2	-4
8	-1	-0.2	-1	-4	-3
9	1	0.4	-1	-1	7
10	-3	-0.3	1	-1	-6

Following part.
no.	canonical_smiles	sPLA2-III inh	ASAP1 inh	ARFGAP1 inh	UHRF1 MBD2 ctr	PLCg1 inh
11	CCOC(=O)/C=C/C(=O)Nc1ccccc1C(=O)NC1CCCCC1	4	6	4	-4	0
12	Cc1cc2ccccn2c1C(=O)c1cccc(S(=O)(=O)N2CCOCC2)c1	2	-7	9	4	2
13	CCc1cc2cccc(C)c2nc1SCC(=O)c1ccc(NC(C)=O)cc1	-7	7	4	-1	-2
14	O=C(CCn1nc(-c2ccccc2)ccc1=O)N1CCOCC1	9	-1	10	0	0
15	O=c1oc2ccc(C#CC3(O)CCCCC3)cc2cc1-n1cc(-c2ccsc2)nn1	9	12	-11	1	-14
16	Cc1ccc(C(=O)NCCNC(=O)c2ccco2)cc1C	0	5	13	-1	2
17	COc1ccc2[nH]c(=O)c(CN(C(=O)c3cccnc3)c3ccccc3)cc2c1	-2	13	-3	1	-23
18	O=C(c1cncc(Br)c1)N1CCN(S(=O)(=O)c2ccccc2)CC1	-2	-22	0	-2	3
19	CCCCCCOc1ccc(C(CC(=O)O)C(N)=O)cc1 (centres undefined)	2	7	11	2	-3
20	O=C(Cc1ccccc1)NCC(=O)N1CCN(c2ccc(F)cc2)CC1	2	0	2	-1	0

no.	NR1D1 modulator	proKLK7 act	PLCb3 inh	Tn6 DDE FP	DDE Tn7 FP inh
11	0	0.2	1	-4	-7
12	2	-0.1	-8	-8	6
13	17	-0.7	3	-5	0
14	-4	-0.6	2	3	-6
15	6	0.2	-29	0	-3
16	4	-0.5	-6	-2	0
17	3	1.2	-30	-4	2
18	-5	0.4	-2	-4	1
19	0	0.6	1	-4	-3
20	10	0.7	3	-6	-7

Arranged by molecular weight (low to high): 8 of the compounds above.
no.	canonical_smiles	sPLA2-III inh	ASAP1 inh	ARFGAP1 inh	UHRF1 MBD2 ctr	PLCg1 inh
19	CCCCCCOc1ccc(C(CC(=O)O)C(N)=O)cc1 (centres undefined)	2	7	11	2	-3
14	O=C(CCn1nc(-c2ccccc2)ccc1=O)N1CCOCC1	9	-1	10	0	0
20	O=C(Cc1ccccc1)NCC(=O)N1CCN(c2ccc(F)cc2)CC1	2	0	2	-1	0
13	CCc1cc2cccc(C)c2nc1SCC(=O)c1ccc(NC(C)=O)cc1	-7	7	4	-1	-2
12	Cc1cc2ccccn2c1C(=O)c1cccc(S(=O)(=O)N2CCOCC2)c1	2	-7	9	4	2
17	COc1ccc2[nH]c(=O)c(CN(C(=O)c3cccnc3)c3ccccc3)cc2c1	-2	13	-3	1	-23
10	OC[C@@H]1CN(Cc2cccs2)C[C@H](n2cnc3c(N4CCCC4)ncnc32)O1	-3	5	-10	0	-2
18	O=C(c1cncc(Br)c1)N1CCN(S(=O)(=O)c2ccccc2)CC1	-2	-22	0	-2	3

no.	NR1D1 modulator	proKLK7 act	PLCb3 inh	Tn6 DDE FP	DDE Tn7 FP inh
19	0	0.6	1	-4	-3
14	-4	-0.6	2	3	-6
20	10	0.7	3	-6	-7
13	17	-0.7	3	-5	0
12	2	-0.1	-8	-8	6
17	3	1.2	-30	-4	2
10	-3	-0.3	1	-1	-6
18	-5	0.4	-2	-4	1

(continued)
no.	canonical_smiles	sPLA2-III inh	ASAP1 inh	ARFGAP1 inh	UHRF1 MBD2 ctr	PLCg1 inh
21	CCOC(=O)C1C(C)=C(Nc2ccc(OC)cc2)C(=O)N1c1ccc(OC)cc1 (centres undefined)	-3	9	2	-2	2
22	C=CCn1c(N)cc(=O)nc1SCC(=O)Nc1ccc(C(=O)OCC)cc1	4	0	-3	0	-1
23	O=C(CNC(=O)C1COc2ccccc2O1)N/N=C/c1ccc([N+](=O)[O-])cc1 (centres undefined)	-4	4	2	-1	-1
24	O=C(CCC1CCCN(C(=O)CCCc2ccccc2)C1)N1CCN(c2ccccn2)CC1 (centres undefined)	-3	-9	5	0	0
25	CCCc1nnc(NC(=O)CCC(=O)O)s1	2	3	0	2	0
26	COc1ccc(CCNC(=O)c2ccc(NC(=O)CC3SC(N4CCCCC4)=NC3=O)cc2)cc1OC (centres undefined)	6	-10	7	1	1
27	CC(=O)c1ccc(OCC(=O)NCc2ccc(F)cc2)cc1	-4	-4	-8	0	1
28	O=C(NCCC1=CCCCC1)C1CCC(CNc2c(N3CCCCC3)c(=O)c2=O)CC1 (centres undefined)	0	-3	0	-1	-1
29	COc1ccc(C(=O)Nc2ccc3nc(N4CCCCC4)cc(C)c3c2)c(OC)c1	-9	4	5	-4	-26
30	CC1(C)C(=O)Nc2ccccc2N1C(=O)COC(=O)COc1ccc(C#N)cc1	5	0	2	1	-3

no.	NR1D1 modulator	proKLK7 act	PLCb3 inh	Tn6 DDE FP	DDE Tn7 FP inh
21	2	0.5	5	-1	-7
22	-3	-1.6	-4	3	1
23	13	0.1	-7	3	-1
24	-5	0.3	-5	1	-8
25	-7	-0.3	4	3	5
26	3	-0.6	-9	-4	1
27	2	0.4	-8	6	-4
28	-5	-0.2	-9	5	-3
29	2	-0.3	-32	-1	-4
30	-4	-0.3	-5	-4	-2

Other entries:
no.	canonical_smiles	sPLA2-III inh	ASAP1 inh	ARFGAP1 inh	UHRF1 MBD2 ctr	PLCg1 inh
31	CCN(CC)CCOC(=O)c1cccc(Br)c1	3	-6	-5	4	5
32	CCN(CC)c1nc(Nc2ccccc2)nc(Oc2ccc(=O)[nH]n2)n1	-13	-1	2	-2	1
33	Cc1ccc(SCC(=O)Nc2ccc(F)cc2[N+](=O)[O-])cc1C	2	3	3	-3	3
34	COc1ccccc1Nc1cc(C)nc2c(C)ccc([N+](=O)[O-])c12	5	-23	-12	0	5
35	Cc1nc2nc(C)c(CCC(=O)N3CCN(c4ccccc4)CC3)c(C)n2n1	5	1	-1	-1	-2
36	CCCNC(=O)c1cc(C2CCCCN2C(=O)c2cc(F)ccc2C)on1 (centres undefined)	2	3	6	3	0
37	O=c1c2c3c(sc2nc2n1CCCCC2)CCC3	-2	10	-2	-1	3
38	CN(C)c1nc(OCCNC(=O)COc2ccc(Cl)cc2Cl)nc(N(C)C)n1	4	-6	-6	1	2
39	O=C1C=C(c2ccnc3cc(Cl)ccc23)C[C@@H](c2ccc3c(c2)OCO3)C1	-9	-1	8	2	3
40	Cc1cccc(C)c1OCC(=O)NCC1CCCO1 (centres undefined)	3	8	8	0	2

no.	NR1D1 modulator	proKLK7 act	PLCb3 inh	Tn6 DDE FP	DDE Tn7 FP inh
31	-3	0.0	2	8	8
32	-4	0.2	-3	5	-2
33	3	-0.3	0	5	7
34	3	0.1	4	4	2
35	1	-0.6	-2	3	1
36	-12	0.4	-1	-2	-2
37	-2	1.0	-1	-4	-1
38	0	0.5	2	-5	5
39	1	0.2	4	-6	-3
40	-3	-0.2	-4	5	-10

The results go on.
no.	canonical_smiles	sPLA2-III inh	ASAP1 inh	ARFGAP1 inh	UHRF1 MBD2 ctr	PLCg1 inh
41	CC(=O)OCC(=O)N1CCN(C(=O)C(=O)c2cccc(C(F)(F)F)c2)CC1	22*	0	12	2	0
42	CCN(CC(=O)Nc1ccc(NC(C)=O)cc1)C(=O)c1cc(S(=O)(=O)N2CCCCCC2)ccc1OC	0	-6	4	0	-3
43	CCNC1=C(Cl)C(=O)c2ccccc2C1=O	8	14	-2	-24	5
44	COC(=O)c1[nH]c2c(c1C)C(=O)CC(c1ccc(OC)c(OC)c1)C2 (centres undefined)	2	-4	3	0	1
45	CC1=C(C(=O)OCc2ccccc2)C(c2ccc(-c3ccccc3)cc2)NC(=O)N1CCCC(=O)O (centres undefined)	-8	-10	-4	1	1
46	CC(CN1CCOCC1)OC(=O)c1cccc(Br)c1 (centres undefined)	0	-7	-8	4	5
47	CCOC(=O)c1c(NC(=O)COC(=O)c2ccccc2NC)sc(C(=O)N(C)C)c1C	2	-11	1	-1	-107
48	COc1ccc2c(c1)N1CCN=C1N2C	8	2	-6	-2	-1

no.	NR1D1 modulator	proKLK7 act	PLCb3 inh	Tn6 DDE FP	DDE Tn7 FP inh
41	-4	0.7	-2	4	5
42	-4	0.1	-4	5	7
43	12	0.3	4	-7	-2
44	1	-0.2	-2	-4	-6
45	-2	0.9	1	11	0
46	3	0.6	12*	0	0
47	1	-7.2	-155	-14	-3
48	0	0.4	1	2	2
